# Screens (PubChem BioAssay)
# D2 antag = antagonists of human D2 dopamine receptor | HEK293 TREx D2 cells, calcium flux, dopamine EC80 | inhibition, % at 10 µM | 2% of 340,000 active; in the data active means inhibition above about 30%; further: 0% is about no effect
# Target sequence (P14416 whole entry, looked up): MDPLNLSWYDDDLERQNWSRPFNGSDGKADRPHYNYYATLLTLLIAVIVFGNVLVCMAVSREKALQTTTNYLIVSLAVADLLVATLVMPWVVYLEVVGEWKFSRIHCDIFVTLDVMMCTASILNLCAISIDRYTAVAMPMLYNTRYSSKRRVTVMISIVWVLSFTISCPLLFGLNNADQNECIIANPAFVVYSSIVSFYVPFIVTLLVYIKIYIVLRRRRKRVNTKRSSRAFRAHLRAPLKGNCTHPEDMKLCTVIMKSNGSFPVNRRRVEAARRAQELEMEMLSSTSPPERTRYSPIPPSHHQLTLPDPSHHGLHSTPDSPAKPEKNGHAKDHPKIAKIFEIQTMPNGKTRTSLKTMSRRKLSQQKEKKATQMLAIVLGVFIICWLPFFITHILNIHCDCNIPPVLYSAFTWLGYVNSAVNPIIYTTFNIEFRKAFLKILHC
#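 Tetracycline-induced HEK293 TREx cells expressing D2 receptor forced-coupled to calcium signalling, loaded with no-wash calcium dye. Compounds added and calcium flux read 180 s, then dopamine added at EC80 and read a further 180 s.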
# TrxR1 inh = rat TrxR1 inhibition | AID 588453 | Potency, µM (doses to about 114 µM), for the others: top-dose activity change, negative = inhibition, hits mostly inhibitors | recombinant rTrxR1, NADPH fluorescence consumption, selenite substrate | 1% of 390,000 active; further: potency means the concentration at half of the fitted maximal effect; on the % scale 0 is the no-effect control and ±100 the full control effect; nearly all actives have a fitted effect of over 65% in size
# Target sequence (O89049 whole entry, looked up): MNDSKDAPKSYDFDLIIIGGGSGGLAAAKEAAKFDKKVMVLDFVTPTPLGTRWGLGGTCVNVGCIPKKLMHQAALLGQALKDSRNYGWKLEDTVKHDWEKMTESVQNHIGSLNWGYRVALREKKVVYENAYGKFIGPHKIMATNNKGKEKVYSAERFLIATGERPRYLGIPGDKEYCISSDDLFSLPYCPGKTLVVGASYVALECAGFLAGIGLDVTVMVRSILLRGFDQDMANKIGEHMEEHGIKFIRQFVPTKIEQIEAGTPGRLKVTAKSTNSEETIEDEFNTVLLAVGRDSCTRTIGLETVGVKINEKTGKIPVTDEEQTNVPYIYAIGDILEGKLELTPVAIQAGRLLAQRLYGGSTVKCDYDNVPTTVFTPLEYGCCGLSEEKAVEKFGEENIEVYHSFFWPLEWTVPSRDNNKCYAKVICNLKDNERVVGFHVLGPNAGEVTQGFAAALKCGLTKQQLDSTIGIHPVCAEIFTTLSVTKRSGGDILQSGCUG
#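 Rat TrxR1 (90 nM in the dispensed reagent) was pre-reduced with 400 uM NADPH for 5 min at room temperature, then incubated with compound for 15 min. After 400 uM selenite was added, NADPH fluorescence (Ex 340/Em 450 nm) was followed for 8 min.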
# Pin1 inh = blocks the human prolyl isomerase Pin1. Pin1 FP peptide displacement, HiFluor488, 10 min. Potency, µM (series often up to 115 µM), for the others: at the highest dose activity, negative = inhibition, actives largely listed as inhibitors. 0.009% of 390,000 active; active means well fitted inhibition curve with a large enough effect in the polarisation, with a control signal flat, not every such curve was filed as active; inconclusive means small, poorly fitted or top-dose-only effect, or effect the other way, or a change in a side signal; inactive means no such curve, though single readings can be large or run the other way; the % refers to the polarisation; further: potency means the concentration at half of the fitted maximal effect; on the % scale 0 is the no-effect control and ±100 the full control effect
# Target sequence (Q13526 whole entry, looked up): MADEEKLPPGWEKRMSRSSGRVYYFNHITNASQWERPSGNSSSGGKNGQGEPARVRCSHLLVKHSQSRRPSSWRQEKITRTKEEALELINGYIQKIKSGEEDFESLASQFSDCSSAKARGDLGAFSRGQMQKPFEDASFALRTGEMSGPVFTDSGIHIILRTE
# mIDH1 inhibitor = blocks human mutant IDH1 R132H enzyme | O75874 | Potency, µM (titrated, usually from 76.6 µM), for the others: at the top dose activity change, negative = inhibition, most hits filed as inhibitors | 0.093% of 390,000 active | AID 602179 | IDH1-R132H enzyme, NADPH consumption, diaphorase/resazurin fluorescence; further: potency means the concentration at half of the fitted maximal effect; on the % scale 0 is the no-effect control and ±100 the full control effect; nearly all actives have a fitted effect of over 65% in size
#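 IDH1-R132H (0.5 ug/mL) preincubated 30 min with compound, then NADPH (0.016 mM) and alpha-KG (2 mM) added; 80 min at RT, pH 7.5. Remaining NADPH coupled via diaphorase/resazurin to fluorescence (540/590 nm); concentration-response curves normalized to no-enzyme control.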
# TrxR1 substrate = substrates of rat thioredoxin reductase 1 | AID 588456 | Potency, µM (doses to about 114 µM), for inactives: at the highest dose activity change, negative = substrate turnover | purified TrxR1 substrate turnover, NADPH consumption readout | 0.01% of 390,000 active | O89049; further: potency means the concentration at half of the fitted maximal effect; on the % scale 0 is the no-effect control and ±100 the full control effect; nearly all actives have a fitted effect of over 50% in size
#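 Rat TrxR1, dispensed at 90 nM, was prereduced with 400 uM NADPH (final) for 5 min at ~22 deg C, then incubated with compound 15 min before 400 uM selenite. A first-read NADPH fluorescence drop versus no-compound background flagged substrates.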
# USP1-UAF1 inh = inhibitors of human USP1/UAF1 deubiquitinase. O94782. recombinant USP1/UAF1, Ub-Rhodamine cleavage fluorescence. Potency, µM (titrated, usually from 57.1 µM), for the others: top-dose activity change, negative = inhibition, actives largely listed as inhibitors. 0.23% of 390,000 active; further: potency means the concentration at half of the fitted maximal effect; on the % scale 0 is the no-effect control and ±100 the full control effect; nearly all actives have a fitted effect of over 60% in size; inactives centre near -12
#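 In this screen, compounds sit with the deubiquitinase complex (1nM) for 15 min at room temperature before Ub-Rho is added at 150nM final. Fluorescence rise is then followed for 6 reads every 60 seconds.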
# TRHR enhancer = TRH receptor (human) allosteric enhancement. TRHR cells, fluo-8 calcium fluorescence, EC20 TRH enhancement. enhancement, % at 2 µM. 0.66% of 360,000 active; in the data active means enhancement above about 30%; further: 0% is about no effect
#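 Enhancer read-out: after compound pinning and an initial kinetic agonist-mode read, an EC20 of TRH (10 nM final) was injected and fluo-8 calcium signal (Ex 480/Em 530) followed at 1 s/cycle for 100 cycles in TRHR-expressing cells.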
# TRHR ag = agonists of human TRH receptor; P34981; TRHR cells, calcium flux fluo-8, FDSS agonist mode; activation, % at 2 µM; 0.18% of 360,000 active; AID 493084; in the data active means activation above about 30%; further: 0% is about no effect
#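 TRHR-expressing cells loaded with fluo-8 calcium dye; 23 nL library compound pin-transferred, kinetic FDSS fluorescence (Ex 480/Em 530) recorded about 180 s for agonist-induced calcium release, before a 10 nM TRH EC20 addition for potentiator mode.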
# D2 ag = agonists of human D2 dopamine receptor. HEK293 T-REx D2 cells, calcium flux agonist mode. AID 485358. P14416. 0.53% of 340,000 active. activation, % at 2 µM;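 active means activation over 3 SD above normal in the single-dose calcium agonist read, cut at about 30% in these data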; further: 0% is about no effect
#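 Agonism scored from kinetic calcium signal (1 read/sec, 180 s) following compound pin transfer, after a 10 s baseline. Cells: HEK293 Trex line expressing inducible D2 receptor coupled to calcium, dye-loaded after overnight culture at 30 C.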
# Numbers without * were called inactive; ? = inconclusive; · = not tested or not shown; & = joins results of further samples; [ ] = remark or other dose. Unless noted, the call rests on the fitted dose curve; in most records, active means well fitted inhibition curve with a large enough effect; inconclusive means small, poorly fitted or top-dose-only effect; inactive means no such curve, though single readings can be large or run the other way.
SMILES,D2 antag,TrxR1 inh,Pin1 inh,mIDH1 inhibitor,TrxR1 substrate,USP1-UAF1 inh,TRHR enhancer,TRHR ag,D2 ag
CCNS(=O)(=O)c1ccc(Br)c(OC)c1,·,28%,-7%,-1%,10%,-13%,4,-0.8,·
C/C(=N\NC(=O)c1cc(-c2ccco2)nc2ccccc12)c1cccnc1,-1,?,3%,-7%,95%[activator],-11%,4,-0.5,-0.4
COCC(=O)N(C)C1(c2nnnn2CCOC(=O)Nc2cccc3ccccc23)CCCC1,-11,2%,0%,0%,8%,-15%,4,-1.0,1.2
CCOC(=O)c1sc(NC(NC(=O)c2ccco2)(C(=O)OC)C(F)(F)F)nc1C (centres undefined),34*,-3%[57.1 µM],-1%,5%,0%[57.1 µM],-10%,-2,-0.1,0.2
COc1cc(NC(=O)CSc2ccc(-c3ccco3)nn2)cc(OC)c1,-5,35µM*,?,3%,2%,-22%,1,-0.7,-1.3
CCOC(=O)c1csc(NC(=O)CSc2nnnn2-c2ccc3c(c2)OCCO3)n1,-5,2%,44%[activator],-3%,-4%,5%,-5,2.4,0.8
O=S(=O)(N/N=C\c1ccc2c(c1)OCO2)c1ccc(Cl)cc1,3,3%,-1%,6%,-2%,-9%,2,0.0,-0.3
O=C(COc1ccccc1)Nc1nc2cc3c(cc2s1)OCO3,·,9%,-2%,2%,2%,-6%,·,·,·
COc1ccc(CCN2CC(C(=O)NCCc3ccc(C)cc3)CC2=O)cc1OC (centres undefined),-7,20%,-16%&-4%,3%&0%,4%,-23%&-4%,6&0,-0.2&-0.9,-0.3&-0.7
CC1CCCC(NC(=O)CN(C)S(=O)(=O)c2cnc[nH]2)C1C (centres undefined),-23,25%,1%,4%,1%,-14%,-1,0.4,0.7
COc1ccc(NC(=O)CSc2nc(O)c(Cc3ccccc3)c(=O)[nH]2)cc1,53*,11%,-7%,0%,-7%,-18%,32*,-0.1,0.2
Cc1ccc2[nH]c(=O)c(CN(Cc3ccco3)C(=O)N3CCOCC3)cc2c1,-1,20%[57.1 µM],3%,10%,16%,?,4,1.3,0.9
CSc1cccc(N2CC(C(=O)N(CC(C)C)c3c(N)n(Cc4ccccc4)c(=O)[nH]c3=O)CC2=O)c1 (centres undefined),-3,4%,-1%,-5%,4%,-15%,0,-0.1,0.0
CC1(C)Cc2nc3nc(SCC(=O)NCCc4ccccc4)n(-c4ccccc4)c(=O)c3cc2CO1,-5,-2%[57.1 µM],0%,-2%,7%[57.1 µM],-7%,-2,-0.4,0.0
CN(CC(=O)Nc1cccc(F)c1)C(=O)c1ccc(N2CCCCCC2)c([N+](=O)[O-])c1,-9,-8%[57.1 µM],-11%,7%,-7%[57.1 µM],-3%,3,-0.3,-0.2
CCCCN(Cc1cc2cc(OC)ccc2[nH]c1=O)C(=O)c1ccco1,·,?,2%,8%,40%,-21%,-1,-0.4,·
COc1cc(N)c(Cl)cc1C(=O)OCC(=O)NCc1cccs1,·,-3%,-1%,0%,-7%,-2%,·,·,·
Cc1ccccc1NC(=O)c1c(NC(=O)c2ccco2)sc2c1CCC(C(C)(C)C)C2 (centres undefined),·,15%,-9%,-7%,7%,-7%,-4,0.5,0.5
COc1ccc(N2CCN(c3ncnc4c3[nH]c3ccccc34)CC2)cc1,-7,-6%,0%,6%,-3%,-16%,4,0.0,0.4
O=C(NNC(=O)C1CC(=O)N(c2ccc3c(c2)OCCO3)C1)c1ccc(F)cc1 (centres undefined),-16,-2%,2%,-1%,-6%,0%,-2,0.9,1.3
Cc1cc2nnc(SCc3ccc4c(c3)OCO4)n2c2ccccc12,·,20%,10%,0%,11%,-7%,·,·,·
O=C1NC(c2cccc([N+](=O)[O-])c2)Oc2ccccc21 (centres undefined),9,39%[57.1 µM],-3%,4%,-6%[57.1 µM],-28%,-8,0.4,-0.8
CCOc1ccc(CN2CCN(Cc3ccc4c(c3)c3ccccc3n4CC)CC2)cc1,·,-1%,-13%,-8%,0%,-20%,5,0.2,0.5
CC1CCCC(NC(=O)c2ccc(F)c(S(=O)(=O)N3CCOCC3)c2)C1C (centres undefined),2,5%,-3%,11%,-1%,-12%,-3,0.3,-0.2
CCCc1nnc(NC(=O)c2cccnc2)s1,11,9%,-3%,0%,-3%,-6%,5,0.5,0.6
O=C(NCc1ccco1)/C(=C\c1cccc([N+](=O)[O-])c1)NC(=O)c1ccco1,2,-6%,0%,-4%,-5%,-29%,-3,-0.1,0.0
C=CCOC(=O)C1=C(C)NC(SCC(=O)N(CC)CC)=C(C#N)C1c1ccccc1 (centres undefined),-10,3%,?,13%,0%,-4%,0,-0.5,-0.3
CC(=O)c1ccc(O)c(CSc2nncn2C)c1,5,2%,0%,-7%,-9%,-14%,-7,0.6,5.6
CCOc1ccc(Oc2ccc(C(F)(F)F)cc2N)cc1,-6,-4%,?,2%,-7%,-9%,1,0.4,0.0
Cc1noc(C)c1N=Nc1ccc(Br)cc1C(=O)O,14,4%,-7%,5%,-8%,-16%,-6,0.3,0.5
CCOC(=O)c1ccccc1NC(=O)CSc1nc2c(c(=O)n(C)c(=O)n2C)n1C,11,·,·,·,·,·,-3,0.9,0.0
O=C1[C@@H]2[C@H](C(=O)N1O)[C@H]1C=C[C@@H]2C1,-2,14%,7%,-1%,2%,-2%,7,-0.8,0.0
O=C(NCCCc1ccccc1)c1cccc(NC(=O)C2CCCC2)c1,·,9%,-7%,9%,0%,-22%,·,·,·
Cc1cccc(C)c1NS(=O)(=O)c1cc2c3c(c1)CC(=O)N3CCC2,-3,-12%,-8%,0%,-3%,-10%,-2,-0.7,-0.6
O=C(NCCNS(=O)(=O)c1ccc(Cl)cc1)c1cc(OCC(F)(F)F)ccc1OCC(F)(F)F,-27,19%[57.1 µM],8%,6%,14%[57.1 µM],-9%,-8,0.6,-0.6
O=C(NC1CCCCC1)C1Cc2ccccc2CN1S(=O)(=O)c1ccc(F)cc1 (centres undefined),-10,19%,-10%,0%,-4%,-5%,0,-1.3,-0.6
COCCNc1ccc(-c2nc(-c3ccncc3)no2)cc1[N+](=O)[O-],·,3%,8%,-8%,-3%,2%,1,0.1,-1.1
O=C(CN1C(=O)CC(c2ccco2)Sc2ccccc21)NCC1CCCO1 (centres undefined),-13,?,-5%,3%,10%[57.1 µM],-6%,14,-0.1,0.1
Cc1ccc(Nc2nnc(SCc3cc(=O)n4ccsc4n3)s2)c(C)c1,-14,-4%,-3%,6%,-2%,-10%,-2,-0.8,-0.5
CCS(=O)(=O)c1ncc(Cl)c(C(=O)N(Cc2ccccc2)c2ccc(OC)cc2)n1,·,3.5µM*,5%,-7%,4%,-19%,-25,-0.9,8.0

# Ordered by count of non-hydrogen atoms (largest number first): some entries from above.
SMILES,D2 antag,TrxR1 inh,Pin1 inh,mIDH1 inhibitor,TrxR1 substrate,USP1-UAF1 inh,TRHR enhancer,TRHR ag,D2 ag
CSc1cccc(N2CC(C(=O)N(CC(C)C)c3c(N)n(Cc4ccccc4)c(=O)[nH]c3=O)CC2=O)c1 (centres undefined),-3,4%,-1%,-5%,4%,-15%,0,-0.1,0.0
CN(CC(=O)Nc1cccc(F)c1)C(=O)c1ccc(N2CCCCCC2)c([N+](=O)[O-])c1,-9,-8%[57.1 µM],-11%,7%,-7%[57.1 µM],-3%,3,-0.3,-0.2
CCOC(=O)c1sc(NC(NC(=O)c2ccco2)(C(=O)OC)C(F)(F)F)nc1C (centres undefined),34*,-3%[57.1 µM],-1%,5%,0%[57.1 µM],-10%,-2,-0.1,0.2
O=C(COc1ccccc1)Nc1nc2cc3c(cc2s1)OCO3,·,9%,-2%,2%,2%,-6%,·,·,·

# Carrying on:
SMILES,D2 antag,TrxR1 inh,Pin1 inh,mIDH1 inhibitor,TrxR1 substrate,USP1-UAF1 inh,TRHR enhancer,TRHR ag,D2 ag
COc1cc(Cl)c(NS(=O)(=O)c2cc3[nH]c(=O)c(=O)[nH]c3cc2C)c(OC)c1,5,-10%[57.1 µM],-10%&-2%,-7%&22%,-4%[57.1 µM],-10%&-16%,-1&13,-0.1&-0.9,-0.7&-0.4
Cc1cc(=O)oc2c(N)c(O)ccc12,-1,3%,3%,11%,-5%,-22%,10,0.6,0.8
Cc1ccc(S(=O)(=O)N(Cc2ccc([N+](=O)[O-])cc2)C(=O)N2CCN(C)CC2)cc1,4,3%,6%,1%,-1%,-3%,-2,0.6,0.7
CCOc1cc(N2CCOCC2)c(OCC)cc1NC(=O)Cn1cnnn1,·,16%,2%,-12%,0%,-10%,·,·,·
CC(C)CS(=O)(=O)C1=NSC2=NC(=O)/C(=C\c3ccc(OC(=O)c4ccco4)cc3)C(=N)N21,-1,?,1%,?,-11%,?,3,0.1,-1.4
O=C(N/C(=C\c1ccc(Cl)cc1)C(=O)N1CCCCC1)c1ccco1,0,6%,-11%,9%,-2%,-28%,4,0.6,0.4
CCCCNC(=S)NCc1ccc2[nH]c3c(c2c1)CCCC3,2,6%[57.1 µM],10%,-4%,1%[57.1 µM],-17%,11,-0.5,-1.3
COc1ccc(S(=O)(=O)Nc2ccc3c(c2)OCCO3)cc1OC,-7,19%,1%,-3%,6%,-13%,4,0.0,-0.1
CCCOC1CCCN(Cc2cn(C)nc2-c2ccccc2F)C1 (centres undefined),-12,?,-3%,-5%,-21%,-9%,1,-0.1,0.0
COc1ccc(Cl)cc1NC(=O)C1CCN(c2nnc(C)c3c(C)n(-c4ccccc4)nc23)CC1,·,34%,-4%,-8%,5%,6%,0,-0.4,-0.8
COC(=O)COc1cccc(NC(=O)c2ccc(C)cc2)c1,·,19%,-10%,9%,-1%,-9%,-6,-0.3,·
FC(F)(F)c1nnc2c(Sc3ccccc3)nc3ccccc3n12,-4,-14%,0%,0%,27%,-27%,7,0.1,0.2
COc1cc(OC)c2c(-c3cccc(-c4ccc(C(F)(F)F)cc4)c3)cc(=O)oc2c1,·,-18%,0%,-7%,-11%,-16%,·,·,·
CCOC(=O)c1nnn(-c2nonc2-n2cccc2)c1CN1CCCCC1,-10,-10%,6%,3%,1%[57.1 µM],-4%,2,-0.2,-0.8

# Some of the compounds tested (hit frequency here may not be typical).
